Screening results from PubChem BioAssay.
Rpn11 inh = inhibitors of human proteasome Rpn11; O00487; calls only at 20 µM; human 26S proteasome, Ub4-pepOG fluorescence polarization; 20S core pre-blocked with epoxomicin; AID 588493; hit rate 0.59% among 360,000;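 active means inhibition at 20 µM, scaled to each plate's controls, above about 33%, limit read from the data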
Scp1 inh = Scp-1 (human) phosphatase inhibition; Recombinant Scp1, phosphopeptide, malachite green phosphate absorbance; inhibition, % at 20 µM; hit rate 0.88% among 340,000;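 active means inhibition above about 50% at 20 µM, limit read from the data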;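 further: plate controls were DMSO wells with enzyme for no effect and wells lacking enzyme for full effect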
Target sequence (Q9GZU7 76-261 limits assumed): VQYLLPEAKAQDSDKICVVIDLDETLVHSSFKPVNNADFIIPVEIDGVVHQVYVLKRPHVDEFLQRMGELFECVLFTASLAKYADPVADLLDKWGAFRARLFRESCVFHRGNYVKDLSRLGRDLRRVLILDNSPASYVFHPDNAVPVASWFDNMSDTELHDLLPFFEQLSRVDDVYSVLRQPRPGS
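Test system – truncated SCP-1 phosphatase (76-261aa) · Reagent – Phosphorylated 17-residue peptide substrate · Incubation – 45 min room-temperature reaction, 5 min colour, 30 min stabiliser · Detection – colorimetric phosphate reagent with accelerator and stabiliser, absorbance at 630 nm · Measure – % inhibition at 20 µM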
STEP block = STEP (human) phosphatase inhibition; hit rate 0.25% among 360,000; AID 588621; P54829; inhibition, % at 20 µM; recombinant STEP, OMFP fluorogenic substrate, fluorescence;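 active means inhibition at 20 µM, scaled per plate between control wells, above about 37%, limit read from the data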;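 further: 0% = DMSO with enzyme and substrate and 100% = substrate only without enzyme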
Target sequence (P54829 whole entry, looked up): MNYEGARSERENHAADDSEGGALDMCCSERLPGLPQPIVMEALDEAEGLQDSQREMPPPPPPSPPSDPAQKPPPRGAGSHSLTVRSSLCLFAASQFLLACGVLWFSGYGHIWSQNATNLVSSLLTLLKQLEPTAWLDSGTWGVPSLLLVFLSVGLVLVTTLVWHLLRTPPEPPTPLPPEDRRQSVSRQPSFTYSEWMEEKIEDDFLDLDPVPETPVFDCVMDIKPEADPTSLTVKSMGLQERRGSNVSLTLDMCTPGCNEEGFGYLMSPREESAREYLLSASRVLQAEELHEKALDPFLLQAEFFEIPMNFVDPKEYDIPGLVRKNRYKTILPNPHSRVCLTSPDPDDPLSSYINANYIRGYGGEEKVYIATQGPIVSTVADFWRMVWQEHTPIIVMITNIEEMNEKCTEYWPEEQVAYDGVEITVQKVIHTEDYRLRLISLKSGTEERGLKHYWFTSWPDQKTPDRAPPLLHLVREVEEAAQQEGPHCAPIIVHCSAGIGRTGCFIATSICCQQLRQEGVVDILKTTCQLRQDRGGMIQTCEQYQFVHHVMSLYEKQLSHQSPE
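material = STEP tyrosine phosphatase | reagent = fluorogenic phosphatase substrate OMFP at 25 µM final | doses = single compound dose of 20 µM, 1% DMSO final | schedule = 20 min reaction, room temperature, in the dark | measured by = fluorescence, 480/540 nm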
LMPTP block = LMPTP (human) inhibition | hit rate 0.22% among 360,000 | inhibition, % at 20 µM | P24666 | AID 651560 | recombinant LMPTP-A, OMFP fluorogenic substrate, fluorescence intensity;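 active means compounds that cut the enzyme signal by at least half of the control window in the single-dose screen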;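 further: plate controls were DMSO wells with enzyme plus substrate for no effect and substrate without enzyme for full effect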
Target sequence (P24666 whole entry, looked up): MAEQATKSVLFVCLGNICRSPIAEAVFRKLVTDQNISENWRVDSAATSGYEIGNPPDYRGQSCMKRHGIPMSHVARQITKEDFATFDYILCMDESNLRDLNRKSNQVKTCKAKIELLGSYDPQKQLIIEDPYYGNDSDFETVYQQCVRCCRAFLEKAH
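Assay system: LMPTP-A, protein tyrosine phosphatase of low molecular weight / Medium: pH 6.0 Bis-Tris buffer with DTT and Triton X-100 / Schedule: 50 min enzyme reaction at room temperature, protected from light / Measured by: endpoint fluorescence intensity from OMFP dephosphorylation / Read-out basis: % inhibition relative to no-enzyme and uninhibited control wells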
Tb MetRS inh = blocks T. brucei methionyl-tRNA synthetase activity; purified T. brucei MetRS, ATP depletion, Kinase-Glo luminescence; hit rate 0.4% among 360,000; AID 624268; inhibition, % at 11.9 µM;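 active means inhibition above a per-plate cutoff of the control wells' mean inhibition plus 3 SD, cut at about 5.5% in these data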;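 further: 0% = DMSO wells median and 100% = median of wells with control inhibitor compound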
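Measured by: Kinase-Glo luciferase luminescence reporting remaining unconsumed ATP. Material: purified T. brucei MetRS enzyme. Doses: 11.9 µM compound single dose, 0.9% DMSO. Medium: HEPES buffer containing pyrophosphatase, BSA, spermine, DTT. Times: 15 min preincubation, 2 h reaction, all 25 °C. Reagent: methionine, ATP and bulk E. coli tRNA.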
DNMT1 inh = inhibitors of human DNMT1; P26358; DNMT1 molecular beacon, Hinp1I cleavage, fluorescence; inhibition (reported as % activation of signal), % at 10 µM; hit rate 0.83% among 360,000; AID 588458; in the data active means inhibition above about 50%
CSN inh = inhibitors of human CSN-mediated cullin deneddylation. Q92905. Purified CSN, SCF-Nedd8-OG deneddylation, fluorescence polarization. inhibition, % at 12.5 µM. hit rate 0.38% among 360,000;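 active means pattern-corrected inhibition above about 35%, with an unprinted fluorescence ratio check between 0.5 and 1.5, limit read from the data, passing the limit was not always enough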;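 further: 0% = enzyme with substrate and 100% = substrate without enzyme; some results filed as inactive read as strong as hits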
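assay system = purified human Csn5 enzyme expressed in HEK293T cells | amount = 0.24 nM enzyme | buffer or medium = Tris/NaCl/DTT buffer, pH 7.5 | reagent = 10 nM SCFSkp2-Nedd8OG | compound = one concentration, 12.5 µM, 0.25% DMSO | times = 90 min reaction at room temperature | signal = FP | read-out basis = % inhibition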
MsrA inh = inhibits bovine methionine sulfoxide reductase A | hit rate 0.75% among 360,000 | inhibition, % at 15.5 µM | purified bovine MsrA, absorbance read-out; in the data active means inhibition above about 4.5%;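 further: 0% = vehicle wells with enzyme and 100% = reference inhibitor wells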
SUMO1-SIM PPI = modulators of human SUMO1-mediated protein-protein interactions. P63165. SUMO1 binding to a labelled peptide, TR-FRET, 1 h. inhibition, % at 20 µM. hit rate 0.33% among 360,000; in the data active means inhibition above about 37%
Target sequence (P63165 whole entry, looked up): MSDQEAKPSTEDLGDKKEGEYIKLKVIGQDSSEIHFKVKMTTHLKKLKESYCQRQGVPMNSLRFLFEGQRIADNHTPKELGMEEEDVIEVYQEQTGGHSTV
NadD block = inhibitors of Staphylococcus aureus NadD | purified NadD enzyme, colorimetric absorbance read-out | inhibition, % at 20 µM | hit rate 0.78% among 360,000 | AID 602399; in the data active means inhibition above about 26%; further: some compounds past the cut are filed as inactive
An asterisk follows results filed as active. Compounds as they come, and some 3.9% of all compounds hit somewhere here.

For COC(=O)Cc1ccc(OC2(C)CCN(Cc3ccccc3OC(F)F)C2)cc1 (configuration not stated) the results were Rpn11 inh inactive, STEP block -3, LMPTP block -1.4, Tb MetRS inh -0.4, DNMT1 inh 4, CSN inh -4, MsrA inh 1.9, SUMO1-SIM PPI 3 and NadD block -7.
`COc1ccccc1Cc1c(C(C)(C)C)nc2ccc(C)cn12` gave Rpn11 inh inactive, STEP block -1, LMPTP block -1.1, Tb MetRS inh -0.3, DNMT1 inh -5, CSN inh -2, MsrA inh 0.3, SUMO1-SIM PPI -1 and NadD block 0.
For Nc1c(C(=O)NCc2ccccc2)c2nc3ccccc3nc2n1-c1ccc2c(c1)OCO2 the results were Rpn11 inh inactive, Scp1 inh -5, STEP block -4, LMPTP block 1.2, Tb MetRS inh 0.3, DNMT1 inh 56*, CSN inh 3, MsrA inh -0.3, SUMO1-SIM PPI 14 and NadD block 26.
CSc1ccc(/C=C/C(=O)OCC(=O)N2CCc3ccccc32)cc1 was read as Rpn11 inh inactive, Scp1 inh -4, STEP block -1, LMPTP block -1.9, Tb MetRS inh -0.3, DNMT1 inh 34, CSN inh 2, MsrA inh 0.7, SUMO1-SIM PPI 6 and NadD block 9.
Screening Cc1ccccc1NC(=O)c1ccc([N+](=O)[O-])o1 returned Rpn11 inh inactive, Scp1 inh -1, STEP block 2, LMPTP block -2.0, Tb MetRS inh -0.7, DNMT1 inh -1, CSN inh 1, MsrA inh 0.5, SUMO1-SIM PPI -28 and NadD block 0.
S=c1[nH]nc(-c2ccc3ccccc3n2)n1-c1ccccc1 was read as Rpn11 inh inactive, Scp1 inh 10, STEP block 0, LMPTP block -0.3, Tb MetRS inh -0.2, DNMT1 inh 10, CSN inh -8, MsrA inh 2.3, SUMO1-SIM PPI -3 and NadD block 6.
For Cc1ccc(C2=CC(c3ccccc3)n3ncnc3N2)cc1 (configuration not stated) the results were Rpn11 inh inactive, Scp1 inh -8, STEP block -2, LMPTP block -0.1, Tb MetRS inh -0.1, DNMT1 inh 5, CSN inh 0, MsrA inh 1.4, SUMO1-SIM PPI -6 and NadD block 4.
Screening Cc1ccc(C(=O)NNC(=O)Cc2csc(-c3csc(C)n3)n2)cc1 returned Rpn11 inh inactive, Scp1 inh -11, STEP block 0, LMPTP block -0.3, Tb MetRS inh -0.7, DNMT1 inh 0, CSN inh -3, MsrA inh 0.0, SUMO1-SIM PPI -5 and NadD block -6.
For O=C1NC(=S)N/C1=C\c1ccc(Oc2ccc(C(F)(F)F)cc2[N+](=O)[O-])c(Cl)c1 the results were Rpn11 inh inactive, Scp1 inh -4, STEP block -1, LMPTP block -1.5, Tb MetRS inh 0.6, DNMT1 inh 15, CSN inh 2, MsrA inh -1.3, SUMO1-SIM PPI 13 and NadD block 6.
COc1ccc(C2C(C#N)=C(N)Oc3n[nH]c(C)c32)cc1CN1CCN(c2ccc(F)cc2)CC1 (configuration not stated) was read as Rpn11 inh inactive, Scp1 inh -5, STEP block -5, LMPTP block -1.0, Tb MetRS inh -0.6, DNMT1 inh -14, CSN inh -6, MsrA inh 0.7, SUMO1-SIM PPI 17 and NadD block 1.

Four neighbouring entries out of the list so far, quoted:
For Cc1ccc(C2=CC(c3ccccc3)n3ncnc3N2)cc1 (configuration not stated) the results were Rpn11 inh inactive, Scp1 inh -8, STEP block -2, LMPTP block -0.1, Tb MetRS inh -0.1, DNMT1 inh 5, CSN inh 0, MsrA inh 1.4, SUMO1-SIM PPI -6 and NadD block 4.
Screening Cc1ccc(C(=O)NNC(=O)Cc2csc(-c3csc(C)n3)n2)cc1 returned Rpn11 inh inactive, Scp1 inh -11, STEP block 0, LMPTP block -0.3, Tb MetRS inh -0.7, DNMT1 inh 0, CSN inh -3, MsrA inh 0.0, SUMO1-SIM PPI -5 and NadD block -6.
For O=C1NC(=S)N/C1=C\c1ccc(Oc2ccc(C(F)(F)F)cc2[N+](=O)[O-])c(Cl)c1 the results were Rpn11 inh inactive, Scp1 inh -4, STEP block -1, LMPTP block -1.5, Tb MetRS inh 0.6, DNMT1 inh 15, CSN inh 2, MsrA inh -1.3, SUMO1-SIM PPI 13 and NadD block 6.
COc1ccc(C2C(C#N)=C(N)Oc3n[nH]c(C)c32)cc1CN1CCN(c2ccc(F)cc2)CC1 (configuration not stated) was read as Rpn11 inh inactive, Scp1 inh -5, STEP block -5, LMPTP block -1.0, Tb MetRS inh -0.6, DNMT1 inh -14, CSN inh -6, MsrA inh 0.7, SUMO1-SIM PPI 17 and NadD block 1.

New compounds follow.
`COc1ccc(COCC(O)CN2CCOCC2)cc1OC` (configuration not stated) gave Rpn11 inh inactive, Scp1 inh -10, STEP block 2, LMPTP block -2.2, Tb MetRS inh -1.1, DNMT1 inh 3, CSN inh -2, MsrA inh -0.3, SUMO1-SIM PPI 2 and NadD block -2.
Cc1ccc(-c2nnn(CC(=O)Nc3ccc(S(=O)(=O)N4CCC(C)CC4)cc3)n2)cc1 was read as Rpn11 inh inactive, Scp1 inh -11, STEP block 2, LMPTP block 0.5, Tb MetRS inh -0.2, DNMT1 inh 48, CSN inh -1, MsrA inh -0.2, SUMO1-SIM PPI -1 and NadD block 11.
`CCOC(=O)c1c(NC(=O)C(=O)N/N=C/c2ccc(OCC)cc2)sc2c1CCCCC2` gave Rpn11 inh inactive, Scp1 inh -8, STEP block 8, LMPTP block -0.9, Tb MetRS inh -0.5, DNMT1 inh -1, CSN inh 2, MsrA inh -0.5, SUMO1-SIM PPI 4 and NadD block 27.
`COc1ccc(CCNC(=O)[C@H](C)N2C(=O)N3CCc4c([nH]c5ccccc45)[C@@]3(C)C2=O)cc1` gave Rpn11 inh inactive, Scp1 inh -7, STEP block 1, LMPTP block -0.5, Tb MetRS inh -0.1, DNMT1 inh -7, CSN inh 2, MsrA inh -0.4, SUMO1-SIM PPI 0 and NadD block 0.
Screening COc1cccc(-c2nnc(N(C)C(=O)C3CCOC3)s2)c1 (configuration not stated) returned Rpn11 inh inactive, Scp1 inh -2, STEP block 0, LMPTP block 0.0, Tb MetRS inh -0.2, DNMT1 inh 2, CSN inh 1, MsrA inh 1.8, SUMO1-SIM PPI 3 and NadD block 0.
Screening Cc1ccc([N+](=O)[O-])cc1NC(=O)/C=C/C(=O)O returned Rpn11 inh inactive, Scp1 inh -4, STEP block -6, LMPTP block -1.4, Tb MetRS inh -0.2, DNMT1 inh 2, CSN inh 1, MsrA inh 2.4, SUMO1-SIM PPI -17 and NadD block -3.
Screening O=C(CSCCO)Nc1cccc(C(F)(F)F)c1 returned Rpn11 inh inactive, Scp1 inh -6, STEP block -1, LMPTP block 0.1, Tb MetRS inh 0.0, DNMT1 inh 1, CSN inh 1, MsrA inh 1.1, SUMO1-SIM PPI -5 and NadD block -1.
For O=C(C=C1CCN(c2ncc(C(F)(F)F)cc2Cl)CC1)NNC(=O)Nc1ccccc1 the results were Rpn11 inh inactive, Scp1 inh -3, STEP block 0, LMPTP block 0.1, Tb MetRS inh -0.9, DNMT1 inh 0, CSN inh 4, MsrA inh -1.0, SUMO1-SIM PPI -1 and NadD block 8.
`COc1ccc(-c2nc(S(=O)(=O)c3ccccc3)c(N3CCCC3)o2)cc1` gave Rpn11 inh inactive, STEP block -1, LMPTP block -3.1, Tb MetRS inh -0.2, DNMT1 inh -3, CSN inh 2, MsrA inh -1.2, SUMO1-SIM PPI 0 and NadD block -6.
Cc1ccc(C)c(S(=O)(=O)Nc2cc(C)on2)c1 was read as Rpn11 inh inactive, Scp1 inh 13, STEP block -2, LMPTP block -1.4, Tb MetRS inh -0.6, DNMT1 inh 2, CSN inh 3, MsrA inh -1.2, SUMO1-SIM PPI 6 and NadD block -2.
Screening O=C1CN(S(=O)(=O)c2ccc(Cl)cc2C(F)(F)F)CCN1 returned Rpn11 inh inactive, Scp1 inh -3, STEP block -4, LMPTP block -0.4, Tb MetRS inh -0.5, DNMT1 inh 2, CSN inh -3, MsrA inh -0.5, SUMO1-SIM PPI 1 and NadD block 3.
`CSc1nc2[nH]c3c(c2c2nnnn12)CCCC3` gave Rpn11 inh inactive, Scp1 inh -7, STEP block 0, LMPTP block 3.7, Tb MetRS inh -1.7, DNMT1 inh -2, CSN inh 1, MsrA inh 12*, SUMO1-SIM PPI 1 and NadD block -5.
`Cc1ccc(C(=O)/C=C/Nc2ccc([N+](=O)[O-])cc2Br)cc1` gave Rpn11 inh inactive, Scp1 inh -9, STEP block 0, LMPTP block 0.0, Tb MetRS inh -0.8, DNMT1 inh 13, CSN inh 6, MsrA inh 0.1, SUMO1-SIM PPI -6 and NadD block -3.
`Cc1noc(C)c1S(=O)(=O)N(CC(=O)O)c1ccc2c(c1)OCO2` gave Rpn11 inh inactive, Scp1 inh 6, STEP block -1, LMPTP block 0.4, Tb MetRS inh 0.4, DNMT1 inh 1, CSN inh -4, MsrA inh -0.1, SUMO1-SIM PPI 1 and NadD block -1.
`CN(C)S(=O)(=O)c1cccc(C(=O)Nc2cccnc2)c1` gave Rpn11 inh inactive, Scp1 inh -9, STEP block -1, LMPTP block -0.9, Tb MetRS inh -1.7, DNMT1 inh 1, CSN inh 2, MsrA inh -0.3, SUMO1-SIM PPI 0 and NadD block -3.
Screening COc1ccc(CCNC(=O)c2ccc(COc3ccccc3OC)o2)cc1 returned Rpn11 inh inactive, Scp1 inh -10, STEP block 0, LMPTP block 1.5, Tb MetRS inh -2.0, DNMT1 inh 3, CSN inh 2, MsrA inh -0.6, SUMO1-SIM PPI 0 and NadD block -8.
Cc1cc(NC(=O)CSCC(=O)Nc2ccc(C)c(C)c2)no1 was read as Rpn11 inh inactive, Scp1 inh -6, STEP block 3, LMPTP block -0.1, Tb MetRS inh -0.3, DNMT1 inh 2, CSN inh -4, MsrA inh 0.1, SUMO1-SIM PPI 5 and NadD block 1.
For O=C1CSCN1c1ccc(Cl)cc1 the results were Rpn11 inh inactive, Scp1 inh -3, STEP block -3, LMPTP block -0.9, Tb MetRS inh -0.7, DNMT1 inh 1, CSN inh -3, MsrA inh -0.7, SUMO1-SIM PPI 5 and NadD block -3.
